# KB-3-1 tox: kills parental KB-3-1 adenocarcinoma cells; AID 1347075; 400,000 compounds, 1.4% hits; Potency, µM (top dose mostly 46.1 µM), for inactives: top-dose activity change, negative = cytotoxic, most hits filed as cytotoxic; KB-3-1 viability, CellTiter-Glo ATP luminescence, 72 h; also: potency is read from the fitted curve at half-maximal effect; % is scaled to controls: 0 for no effect and ±100 for the full control effect; nearly all actives have a fitted effect of over 60% in size
#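 Cells are dispensed, compounds pinned in, plates held at 37 °C for 72 h, then CellTiter-Glo is added and luminescence read after 10 minutes. Cell line: parental KB-3-1 in phenol-red-free DMEM, 10% FBS.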
# MCF10A rerep: inducers of DNA re-replication in MCF 10A breast cells; MCF 10A DNA re-replication, Hoechst nuclear intensity, 48 h; Potency, µM (titrated, usually from 46.1 µM), for inactives: at the highest dose activity, positive = re-replication, actives largely listed as activators; 350,000 compounds, 2.9% hits; also: potency is read from the fitted curve at half-maximal effect; % of control where 0% means no effect; nearly all actives have a fitted effect of over 50% in size
# SW480 rereplic: DNA re-replication induction in SW480 cells; 340,000 compounds, 1.8% hits; AID 624297; Potency, µM (doses to about 46.1 µM), for inactives: top-dose re-replication activation, hits mostly activators; SW480 DNA re-replication, Hoechst DNA content imaging, 48 h; also: potency is read from the fitted curve at half-maximal effect; % of control where 0% means no effect; nearly all actives have a fitted effect of over 55% in size
#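 First, 250 cells per well were seeded. Next, compound or vehicle (23 nL) was pinned in, plates sat 48 hr at 37 C. Finally Hoechst was added for 40 min before fluorescence scanning.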
# HT1080NT lethal: kills 2HG-producing HT-1080-NT fibrosarcoma cells | HT-1080-NT fibrosarcoma viability, CellTiter-Glo ATP luminescence, 48 h | Potency, µM (doses to about 46.1 µM), for inactives: top-dose activity, negative = less viability, usual class: cytotoxic | 360,000 compounds, 1.6% hits | AID 686970;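 also: NT is the 2HG producing partner of a matched IDH1 knockdown line; potency is read from the fitted curve at half-maximal effect; 0% = DMSO-treated cells and -100% = media-only wells without cells; nearly all actives have a fitted effect of over 55% in size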
#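 A 48-hour cytotoxicity screen used HT-1080-NT cells plated 2 hours before compound delivery. ATP-based CellTiter-Glo luminescence measured viability, normalized to DMSO and no-cell controls.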
# WRN inhibitor: blocks human WRN helicase; Potency, µM (top dose mostly 114 µM), without a hit: at the highest dose activity change, negative = inhibition, most hits filed as inhibitors; 360,000 compounds, 0.46% hits; WRN helicase unwinding, fluorescent forked duplex, kinetic; Q14191; also: potency is read from the fitted curve at half-maximal effect; % is scaled to controls: 0 for no effect and ±100 for the full control effect; nearly all actives have a fitted effect of over 55% in size
# Target sequence (Q14191 whole entry, looked up): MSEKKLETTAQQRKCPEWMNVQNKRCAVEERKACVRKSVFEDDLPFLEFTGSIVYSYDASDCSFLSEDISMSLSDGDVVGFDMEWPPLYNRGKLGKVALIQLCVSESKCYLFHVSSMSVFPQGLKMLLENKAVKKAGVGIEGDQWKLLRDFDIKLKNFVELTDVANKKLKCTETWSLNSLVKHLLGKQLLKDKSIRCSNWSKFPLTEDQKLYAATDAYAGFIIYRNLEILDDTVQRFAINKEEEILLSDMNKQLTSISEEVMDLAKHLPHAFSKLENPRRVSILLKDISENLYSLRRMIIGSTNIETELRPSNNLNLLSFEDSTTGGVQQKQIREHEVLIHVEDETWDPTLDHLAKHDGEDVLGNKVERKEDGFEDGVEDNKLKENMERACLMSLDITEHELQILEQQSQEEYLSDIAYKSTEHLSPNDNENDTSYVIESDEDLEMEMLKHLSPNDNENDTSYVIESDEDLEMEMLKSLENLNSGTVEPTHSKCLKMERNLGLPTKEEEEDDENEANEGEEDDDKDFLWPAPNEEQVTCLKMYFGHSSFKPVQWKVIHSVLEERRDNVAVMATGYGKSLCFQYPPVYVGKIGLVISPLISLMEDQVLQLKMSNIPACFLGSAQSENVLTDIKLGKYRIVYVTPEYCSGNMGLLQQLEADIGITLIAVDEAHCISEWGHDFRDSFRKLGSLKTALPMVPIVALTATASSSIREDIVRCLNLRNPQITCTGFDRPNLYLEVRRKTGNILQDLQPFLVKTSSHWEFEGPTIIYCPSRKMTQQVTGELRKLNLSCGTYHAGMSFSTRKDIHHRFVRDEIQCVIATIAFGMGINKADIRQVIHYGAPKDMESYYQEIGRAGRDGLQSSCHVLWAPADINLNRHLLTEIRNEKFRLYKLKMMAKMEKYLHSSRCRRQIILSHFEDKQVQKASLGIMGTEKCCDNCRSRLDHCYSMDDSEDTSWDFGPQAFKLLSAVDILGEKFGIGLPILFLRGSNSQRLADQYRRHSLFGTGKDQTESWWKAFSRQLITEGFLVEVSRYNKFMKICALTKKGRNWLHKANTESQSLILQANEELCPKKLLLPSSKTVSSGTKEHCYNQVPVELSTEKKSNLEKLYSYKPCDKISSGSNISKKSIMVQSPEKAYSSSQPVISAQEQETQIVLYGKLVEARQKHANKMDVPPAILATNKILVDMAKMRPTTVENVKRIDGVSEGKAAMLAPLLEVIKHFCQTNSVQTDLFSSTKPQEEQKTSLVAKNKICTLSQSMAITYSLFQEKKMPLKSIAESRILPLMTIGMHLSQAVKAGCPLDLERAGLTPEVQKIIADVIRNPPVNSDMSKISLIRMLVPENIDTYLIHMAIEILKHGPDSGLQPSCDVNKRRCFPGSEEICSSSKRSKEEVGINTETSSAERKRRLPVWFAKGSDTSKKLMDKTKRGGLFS
#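 Kinetic red-fluorescence monitoring (525/598 nm) tracks WRN helicase activity after 100 nM fluorophore-quencher forked duplex and 2 mM ATP are added to 20 nM enzyme pretreated 15 min at room temperature with compound.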
# HT1080 IDH1KD tx: kills HT-1080 cells with IDH1 knockdown | HT-1080 IDH1 knockdown viability, ATP luminescence, 48 h | Potency, µM (highest dose often 46.1 µM), for the others: at the top dose activity, negative = toxicity, actives largely listed as cytotoxic | 360,000 compounds, 2% hits | AID 686971;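 also: potency is read from the fitted curve at half-maximal effect; 0% = DMSO wells and -100% = cell-free medium wells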
#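 % activity derives from luminescence (CellTiter-Glo), normalised to DMSO and no-cell wells. HT-1080-IDH1KD cells, 750/well, had 48 h compound exposure at 37 °C.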
# ATXN2 expr inh: inhibitors of ATXN2 expression; HEK-293 ATXN2-luciferase reporter, luminescence, 24 h; Potency, µM (highest dose often 57 µM), for inactives: at the highest dose activity change, negative = inhibition, actives largely listed as inhibitors; 360,000 compounds, 0.72% hits; AID 1745845; also: potency is read from the fitted curve at half-maximal effect; % is scaled to controls: 0 for no effect and ±100 for the full control effect; nearly all actives have a fitted effect of over 55% in size
#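 ATXN2-luciferase reporter cells (luciferase flanked by upstream and downstream ATXN2 gene portions) were treated 24 h at 37 °C with compounds at up to 57 uM. SteadyGlo luminescence gave expression; GF-AFC fluorescence gave viability.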
# IL1B secr inh: blocks inflammasome-driven IL-1 beta release. THP-1 LPS/ATP IL-1B secretion, AlphaLISA, 16 h; hits give low values. activity change, % at 57.5 µM. 360,000 compounds, 4.7% hits. AID 743279; in the data active = activity change below about -50%; inconclusive = mostly about -30% to -49%; also: % is scaled to controls: 0 for no effect and ±100 for the full control effect
#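 Secreted IL-1B measured by AlphaLISA bead assay after 16 h compound exposure of THP-1 cells; compounds (final up to 57.5 uM) added 1 h before LPS (250 ng/mL) and ATP (1.25 mM) stimulation; lower signal means less secretion.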
# KB-V1 cytotox: KB-V1 MDR subline cytotoxicity; 400,000 compounds, 3.4% hits; KB-V1 MDR cells viability, CellTiter-Glo, 72 h; AID 1347076; Potency, µM (top dose mostly 46.1 µM), without a hit: at the top dose activity change, negative = cytotoxicity, usual class: cytotoxic; also: potency is read from the fitted curve at half-maximal effect; % is scaled to controls: 0 for no effect and ±100 for the full control effect; nearly all actives have a fitted effect of over 60% in size
#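 KB-V1, DMEM (no phenol red) + 10% FBS; cpd pin-transferred, titration series; 72 h, 37 degrees C; CellTiter-Glo, luminescence. Data normalized, curve-fit.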
# The depositor's hits bear a star; ? = inconclusive; nt = no result given; [ ] = remark or other dose. Unless noted, calls follow the shape of the dose curve; as a rule, active = well fitted curve in the direction sought with a large enough effect; inconclusive = small, poorly fitted or top-dose-only effect, or another doubt; inactive = no such curve, though single readings can be large; an effect the other way counts as inactive or inconclusive.
SMILES,KB-3-1 tox,MCF10A rerep,SW480 rereplic,HT1080NT lethal,WRN inhibitor,HT1080 IDH1KD tx,ATXN2 expr inh,IL1B secr inh,KB-V1 cytotox
COc1ccc(-c2oc3ncnc(NCCCN4CCOCC4)c3c2-c2ccc(OC)cc2)cc1,3%,?,?,?,1%,?,?,?,18µM*
O=C(NCC1COc2ccccc2O1)C1CCN(S(=O)(=O)c2ccc(Cl)cc2)CC1 (configuration not stated),-2%,12%,2%,1%,-4%,0%,nt,-7,-6%
O=c1cc(CN2CCN(S(=O)(=O)c3ccccc3)CC2)nc2sccn12,6%,-3%,3%,17%,-3%,19%,-3%,33,8%
Cc1ccc2nc(SCC(=O)c3ccc4c(c3)OCO4)[nH]c2c1,10%,-2%,-3%,3%,-12%,0%,10%,24,4%
CCCC(C(=O)Nc1ccc(S(=O)(=O)Nc2nccs2)cc1)c1ccccc1 (configuration not stated),11%,-1%,-5%,0%,0%,9%,20%,9,3%
Nc1c(C(=O)Nc2ccc(S(=O)(=O)N3CCCC3)cc2)sc2nc3ccc(OC(F)(F)F)cc3cc12,15µM*,?,15%,?,?,?,?,-97*,?
CN(C(=O)CSc1nc(-c2ccc(C(C)(C)C)cc2)c(C#N)c(=O)[nH]1)C1CCCCC1,20%,?,-13%,-16%,-9%[11.6 µM],-18%,-25%,0,?
O=C1CC(c2ccccc2)CN1S(=O)(=O)c1ccccc1 (configuration not stated),12%,-7%,4%,3%,-2%,3%,2%,1,16%
O=C(C1=C(O)C(=O)N(CCCN2CCOCC2)C1c1ccccn1)c1cc2ccccc2o1 (configuration not stated),11%,7%,-7%,?,4%[57.1 µM],14%,4%,22,26%
COc1ccc(Cn2cccc(NC(=O)Nc3ccc(F)cc3)c2=O)cc1,13%,?,-62%[inhibitor],-12%,-5%,-15%,-31%,?,-19%
Oc1ccccc1OCc1nc2ccccc2s1,-2%,0%,-8%,-10%,3%,-16%,51%[activator],4,-28%
Nc1cc(=O)n(Cc2ccccc2)c(=O)n1Cc1ccccc1,0%,4%,1%,-1%,-3%,-12%,8%,-1,18µM*

# Brought forward from above: 2 compounds; new compounds follow.
SMILES,KB-3-1 tox,MCF10A rerep,SW480 rereplic,HT1080NT lethal,WRN inhibitor,HT1080 IDH1KD tx,ATXN2 expr inh,IL1B secr inh,KB-V1 cytotox
Oc1ccccc1OCc1nc2ccccc2s1,-2%,0%,-8%,-10%,3%,-16%,51%[activator],4,-28%
Nc1cc(=O)n(Cc2ccccc2)c(=O)n1Cc1ccccc1,0%,4%,1%,-1%,-3%,-12%,8%,-1,18µM*
CCOC(=O)c1c(S(=O)(=O)NCC(=O)Nc2cccc(C)c2)c(C)n(C)c1C,15%,1%,?,3%,7%,12%,4%,2,-1%
CCN(CCCNC(=O)CCn1c(=O)[nH]c2ccsc2c1=O)c1ccccc1,9%,-1%,-5%,-1%,-11%,4%,8%,-8,22%
O=C(COc1cccc2c1CCN(Cc1ccccc1F)C2=O)N1CCCCC1,-21%,?,3%,-27%,4%,?,-21%,-3,?
O=C(Cn1cnc2c(nnn2Cc2ccc(F)cc2)c1=O)Nc1cccc(F)c1,-9%,-11%,-3%,8%,-7%,-1%,1%,-21,3%
Cc1nc2cc(Cl)ccc2n1CCO,23%,4%,-18%,11%,2%,4%,0%,12,-7%
Cc1ccccc1C(=O)NC1CCN(C(=O)NC2CCCCC2)CC1,-10%,-7%,-14%,16%,3%,7%,20%,6,-15%
CC(CCc1ccccc1)NC(=O)c1cc2sccc2n1C (configuration not stated),5%,15µM*,?,-3%,-1%,-1%,13%,-10,?
Cc1cc(=O)oc2cc(OCC(=O)NCCCN3CCOCC3)c(Cl)cc12,20%,1%,2%,4%,-9%,-4%,-4%,-1,?
O=C(CC[C@H]1O[C@@H](n2cnc3c(NC(=O)c4ccccc4)ncnc32)[C@H](O)[C@@H]1O)N[C@@H](CO)c1ccccc1,0%,nt,nt,30%,0%,7%,5%,16,?
CCN1CCN(C(=S)c2ccc(OCC(=O)NCc3ccccc3)cc2)CC1,13%,?,-2%,3%,-3%,14%,1%,10,?
CCN1CCN(c2nc(Nc3cc(OC)ccc3OC)nc(Nc3cc(OC)ccc3OC)n2)CC1,1%,9%,-7%,0%,4%,10%,10%,nt,-17%
CCOc1ccc2nc(SCC(=O)c3cccs3)sc2c1,0%,12%,-2%,-7%,-2%,-5%,60%[activator],-18,-1%

# Molecules from the list above that have a thiophene ring, fused or not:
SMILES,KB-3-1 tox,MCF10A rerep,SW480 rereplic,HT1080NT lethal,WRN inhibitor,HT1080 IDH1KD tx,ATXN2 expr inh,IL1B secr inh,KB-V1 cytotox
Nc1c(C(=O)Nc2ccc(S(=O)(=O)N3CCCC3)cc2)sc2nc3ccc(OC(F)(F)F)cc3cc12,15µM*,?,15%,?,?,?,?,-97*,?
CCN(CCCNC(=O)CCn1c(=O)[nH]c2ccsc2c1=O)c1ccccc1,9%,-1%,-5%,-1%,-11%,4%,8%,-8,22%
CC(CCc1ccccc1)NC(=O)c1cc2sccc2n1C (configuration not stated),5%,15µM*,?,-3%,-1%,-1%,13%,-10,?
CCOc1ccc2nc(SCC(=O)c3cccs3)sc2c1,0%,12%,-2%,-7%,-2%,-5%,60%[activator],-18,-1%

# (cont.)
SMILES,KB-3-1 tox,MCF10A rerep,SW480 rereplic,HT1080NT lethal,WRN inhibitor,HT1080 IDH1KD tx,ATXN2 expr inh,IL1B secr inh,KB-V1 cytotox
COc1cccc(/C=C2\SC(=S)N(C(C)C(=O)NC3C=CS(=O)(=O)C3)C2=O)c1 (configuration not stated),0%,?,-8%,-29%,-2%,?,-7%,?,23%
O=C(COC(=O)Cn1cnc2ccccc21)NCc1ccc(F)cc1,-7%,?,-11%,-1%,12%,-1%,-25%,14,-14%
O=C(O)c1ccccc1NC(=O)C(Cc1ccccc1)N1C(=O)c2ccccc2C1=O (configuration not stated),5%,-2%,-20%,-2%,2%,0%,nt,5,24%
Cc1ccc(C)c(-c2csc(NC(=O)C3=COCCO3)n2)c1,-22%,?,-344%,-24%,-11%,-9%,-23%,-10,-5%
COc1ccccc1C(=O)NC(CCSC)C(=O)NC1CCCCCC1 (configuration not stated),0%,-61%[inhibitor],-9%,0%,-2%,5%,-26%,-24,?
CC(=O)N1CCN(c2ccc(NC(=O)/C=C/c3ccccc3)cc2)CC1,16%,3%,5%,25%,-3%,?,12%,-26,0%
Cc1ccc(CNC(=O)CN(c2ccc(C(C)C)cc2)S(=O)(=O)c2c(C)noc2C)cc1,2%,0%,-15%,1%,1%,6%,nt,10,-2%
CCOc1ccc(CCNC(=O)CCS(=O)(=O)c2ccc(C)cc2)cc1OCC,0%,-3%,-15%,1%,-1%,0%,-10%,-17,-26%
CS(=O)(=O)CCC(C(=O)n1nnc2ccccc21)N1C(=O)c2ccccc2C1=O (configuration not stated),1%,-4%,-2%,9%,2%,7%,2%,11,28%
Cc1nc(-c2ccc(C(=O)O)cc2)cs1,16%,-1%,4%,16%,7%,11%,6%,-8,21%
O=C(Nc1ncc(Cc2ccc(SC(F)F)cc2)s1)c1ccccc1,1.5µM*,?,6.5µM*,4.6µM*,-4%,6.5µM*,55%[activator],-6,2.1µM*
CCOc1ccc(-c2nc(CS(=O)(=O)CC(=O)NCc3ccc(F)cc3)c(C)o2)cc1,-6%,-1%,1%,-1%,-1%,-11%,1%,-29,-13%
Cc1nc(N)[nH]c(=O)c1CCCNc1ccc(CCC2(CCl)OCCO2)cc1,-9%,11%,-2%,-1%,-2%,-6%,57%[activator],-3,19%
Cc1nn(Cc2ccccc2)c(Cl)c1C(=O)NCc1ccc(C)n1C,4%,-1%,0%,2%,9%,1%,-1%,-2,15µM*
C/C(=N/NS(=O)(=O)c1ccc(Cl)cc1)c1cccc(NC(=O)c2ccc(Cl)cc2Cl)c1,?,?,10%,-19%,-13%,-20%,26%,-9,-37%
CCOC(=O)c1cn(Cc2ccc(Br)cc2)nn1,2%,10%,2%,2%,2%,3%,5%,-10,9%
COc1cccc(CN(C)c2nc(-c3cccs3)nc3ccccc23)c1,-22%,?,?,-29%,-1%,?,nt,-18,?
CCCCc1ccc(/C=C2\C(=O)ON=C2c2ccccc2)s1,16%,17%,-2%,6%,-2%,3%,7%,8,3%
Cc1nc(C(F)(F)F)ccc1C(=O)N1CCC1(C)C(=O)NS(=O)(=O)c1cccc(C#N)c1 (configuration not stated),0%,nt,nt,14%,4%,11%,8%,56,4%
Nc1ncnc2c1nc(-c1ccccc1)n2C1OC(CO)C(O)C1O (configuration not stated),14%,nt,nt,2%,0%[57.1 µM],?,9%,-50*,-10%
CC1CCCC(C)N1C(=O)CNCc1ccc2c(c1)OCO2 (configuration not stated),9%,1%,-4%,-1%,4%,1%,-3%,3,3%
COC(=O)C1=C(C)N=C2SCCC(=O)N2C1c1cc(Br)ccc1OC (configuration not stated),-2%,3%,-3%,-1%,1%,-4%,3%,-13,-3%
Cc1ccc(Cl)cc1NC(=O)C(=O)N/N=C/c1ccc2c(c1)OCO2,11%,5%,-1%,?,13%,15%,4%,?,16%

# Assay outcomes (PubChem)
